APOBEC3A inh: blocks human APOBEC3A ssDNA deamination; P31941; recombinant A3A, FAM/TAMRA ssDNA deamination fluorescence; inhibition, % at 20 µM; actives 0.41% (n = 330,000);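 active means at least 40% inhibition at 20 µM here, with at most 30% in a related deaminase screen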;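 further: plate controls were A3A with DMSO for no effect and wells lacking A3A enzyme for full effect; some results filed as inactive read as strong as hits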
CCR6 antag: antagonists of human CCR6 receptor; P51684; CHO-K1 CCR6 PathHunter beta-arrestin, luminescence, CCL20-stimulated; inhibition, % at 20 µM; actives 0.49% (n = 340,000); AID 493098;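 active means compounds whose inhibition of the agonist-driven luminescence signal at 20 µM reaches about 50%, limit read from the data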;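 further: cells stimulated with CCL20 at 14 nM final; plate controls were DMSO with CCL20 for no effect and DMSO without agonist for full effect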
Target sequence (P51684 whole entry, looked up): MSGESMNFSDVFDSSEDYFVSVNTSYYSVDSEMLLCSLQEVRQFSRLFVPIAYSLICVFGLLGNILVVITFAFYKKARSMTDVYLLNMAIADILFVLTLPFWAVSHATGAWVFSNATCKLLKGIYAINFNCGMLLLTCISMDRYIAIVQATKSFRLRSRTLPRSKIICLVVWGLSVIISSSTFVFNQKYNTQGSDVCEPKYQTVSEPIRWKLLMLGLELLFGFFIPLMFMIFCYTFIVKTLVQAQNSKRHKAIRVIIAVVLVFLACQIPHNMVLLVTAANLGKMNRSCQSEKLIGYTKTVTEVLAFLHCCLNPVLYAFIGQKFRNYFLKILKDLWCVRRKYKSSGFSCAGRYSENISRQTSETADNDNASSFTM
CXCR6 inh: blocks human CXCR6 beta-arrestin recruitment | O00574 | CHO-K1 PathHunter CXCR6 beta-arrestin, luminescence | inhibition, % at 20 µM | actives 0.36% (n = 360,000) | AID 602244; in the data active means inhibition above about 34%, passing the limit was not always enough;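 further: antagonist mode with CXCL16 agonist at 10 nM final; 0% = 10 nM CXCL16 with DMSO and 100% = unstimulated wells without agonist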
Target sequence (O00574 whole entry, looked up): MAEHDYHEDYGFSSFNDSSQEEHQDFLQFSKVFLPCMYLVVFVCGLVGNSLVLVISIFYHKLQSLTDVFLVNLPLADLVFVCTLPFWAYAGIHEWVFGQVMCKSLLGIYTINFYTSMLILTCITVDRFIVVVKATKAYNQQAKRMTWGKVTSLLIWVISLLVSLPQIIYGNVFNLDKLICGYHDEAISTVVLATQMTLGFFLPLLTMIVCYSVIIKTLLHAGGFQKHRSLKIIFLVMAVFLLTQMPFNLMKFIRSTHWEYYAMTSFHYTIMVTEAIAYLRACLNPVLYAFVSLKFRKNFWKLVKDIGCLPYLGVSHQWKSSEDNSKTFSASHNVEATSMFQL
A3G deaminase: APOBEC3G (human) deaminase inhibition; Q9HC16; actives 0.28% (n = 330,000); inhibition, % at 20 µM; recombinant A3G, ssDNA deamination FAM/TAMRA fluorescence;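 active means inhibition of at least 40% at 20 µM, with no more than 30% in the related APOBEC3A deaminase screen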;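 further: plate controls were DMSO wells with A3G for no effect and wells lacking A3G enzyme for full effect; some compounds called inactive have numbers as strong as hits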
Target sequence (Q9HC16 whole entry, looked up): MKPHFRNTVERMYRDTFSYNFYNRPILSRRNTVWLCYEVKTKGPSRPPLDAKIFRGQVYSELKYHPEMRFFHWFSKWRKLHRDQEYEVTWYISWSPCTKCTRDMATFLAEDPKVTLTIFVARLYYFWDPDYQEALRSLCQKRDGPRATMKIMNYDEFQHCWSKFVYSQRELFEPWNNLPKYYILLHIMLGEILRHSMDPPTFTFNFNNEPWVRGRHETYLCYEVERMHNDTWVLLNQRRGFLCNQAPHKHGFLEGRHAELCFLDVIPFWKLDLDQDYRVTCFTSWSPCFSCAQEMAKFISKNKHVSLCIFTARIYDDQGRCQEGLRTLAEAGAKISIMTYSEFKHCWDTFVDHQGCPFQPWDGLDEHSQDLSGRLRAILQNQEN
MPTP inh: permeability transition pore inhibition | actives 1.4% (n = 360,000) | inhibition, % at 10 µM | isolated mouse mitochondria, Ca2+ swelling absorbance, 30 min | AID 602449;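 active means inhibition of 50% or more, scaled per plate between neutral and stimulator controls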;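 further: 0% = DMSO wells given calcium and 100% = 1 mM EGTA wells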
Gli-Sufu block: antagonists of Gli-Sufu signaling. Sufu-KO-LIGHT fibroblasts, Gli luciferase reporter luminescence. AID 588413. actives 0.74% (n = 340,000). inhibition, % at 5 µM;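 active means inhibition above about 55%, limit read from the data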;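 further: 0% = DMSO-treated cells and 100% = wells with medium but no cells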
NR3A LBD binder: modulators (binders) of human NR3A ligand-binding domain; actives 2.5% (n = 340,000); Tm shift relative to glycine control, % at 25 µM; NR3A LBD differential scanning fluorimetry, Tm shift; 0% = protein alone, 100% = glycine-bound protein; AID 1259313;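 active means melting temperature shift of at least 10% of the positive control shift, at one fixed dose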
EBI2 antag: antagonists of human EBI2 receptor. P32249. EBI2 beta-arrestin recruitment, luminescence, 7a,25-OHC stimulated. inhibition, % at 5 µM. actives 0.81% (n = 360,000). AID 651636; in the data active means inhibition above about 38%;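 further: enzyme fragment complementation signal reports receptor beta-arrestin coupling in cells; 0% = agonist plus DMSO wells and 100% = wells without agonist; some results beyond the cut were filed as inactive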
Active calls of the source: *; · = not tested or not shown; & = joins results of further samples.

SMILES	APOBEC3A inh	CCR6 antag	CXCR6 inh	A3G deaminase	MPTP inh	Gli-Sufu block	NR3A LBD binder	EBI2 antag
CCC1(c2ccc(F)cc2)NC(=O)N(CC(=O)Nc2ccc(C)c(S(=O)(=O)N3CCOCC3)c2)C1=O (stereo not given)	-7	4	-2	-8	-1.3	4	-1	2
O=C(NCc1ccc(F)cc1)C1CCC(=O)N1CCc1ccccc1 (stereo not given)	-3	14	-5	-9	-0.4	8	0	1
CC(=O)OCC(=O)[C@@]12OC(C)(C)O[C@@H]1CC1C3C[C@H](F)C4=CC(=O)C=CC4(C)[C@@]3(F)C(O)CC12C (stereo not given in full)	-2	7	-8	-6	2.9	11	2	-9
CCCCCCCn1c(=N)n(CC(O)c2ccco2)c2ccccc21 (stereo not given)	·	-6	5	·	5.7	26	-3	-6
CC1CC1C(=O)OCC(=O)NCc1ccc(Cl)cc1 (stereo not given)	1	11	-4	-1	1.8	-2	0	-13
NCCCn1c(C(=O)c2ccc(Cl)cc2)c2ccc([N+](=O)[O-])cc2[n+]1[O-]	4	13	-17	0	0.0	6	-5	-12
CCN(CC)CCn1c(NS(=O)(=O)c2ccc(Cl)cc2)nc2ccccc21	-3	3	4	-10	-0.1	2	-1	-2
COc1ccc(NC(=O)CN(C)CC(=O)NCc2ccc(C)cc2)cc1	-4	9	4	-8	0.7	-9	1	3
CC(C)(C)n1ncc2c(=O)n(CC(=O)NCc3ccco3)cnc21	-3	12	-8	-10	0.9	0	2	6
CCN(CC)S(=O)(=O)c1ccc(N/N=C/c2ccc(OC)c(OC)c2OC)nc1	5	19	-3	0	1.1	14	3	5
O=C(Cn1cc2c(n1)CCCCC2)Nc1c(F)cc(F)cc1Br	1	4	-6	-2	0.0	5	1	-16
NNC(=O)CN1C(c2ccccc2Br)=Nc2ccc(Br)cc2C1c1ccccc1 (stereo not given)	-1	3	-5	-3	-2.3	-12	-4	7
CSCCC(N=C1NS(=O)(=O)c2ccccc21)C(=O)NCc1ccccc1F (stereo not given)	0	-4	0	-3	-0.5	-1	2	-9
Cn1c(C(=O)N2CCCC(C(=O)NCCc3ccccc3)C2)cc2sccc21 (stereo not given)	6	-3	1	4	0.3	-8	1	30
COc1ccc(C(=O)CC(c2ccccc2)C2C(=O)CCCC2=O)cc1 (stereo not given)	8	-2	-1	-4	0.4	-1	1	-2
O=C(c1cc2ccccc2s1)N1CCOCC1	-1	-3	1	0	1.4	3	1	8
CCOC(=O)C1=NNC2(c3ccccc3)C(=O)N(c3cccc(Br)c3)C(=O)C12 (stereo not given)	-1	2	-3	-5	3.9	3	1	1
Cc1nccnc1Sc1ccccc1	-3	1	-6	-13	-0.1	-1	-1	-2
O=C(Nc1ccc(S(=O)(=O)Nc2ccc(Cl)cc2)cc1)C1CCCO1 (stereo not given)	1	-3	-4	-9	26	26	-9	-8
Cc1cc(Nc2ccc(C(=O)O)cc2)nc(N)n1	-8	-12	-1	-2	-0.5	-8	0	-4
Nc1ncc(N=Nc2cc(C(=O)O)ccc2Cl)s1	21	28	14	5	0.2	1	-1	8
COc1cc(NC(=O)CSc2nc(C)c(C)c(C)n2)cc(OC)c1	23	11	5	-1	-0.2	·	1	-5
O=C(NCCS(=O)(=O)N1CCN(c2ccccc2F)CC1)c1c(F)cccc1F	0	5	-12	-7	-0.1	-8	0	-3
CC(C)CCN1C(=O)c2ccc(C(=O)Nc3ccc(Br)cc3C(=O)O)cc2C1=O	-2	3	5	-2	93*	-3	0	-2
Nc1nc(-c2ccc([N+](=O)[O-])cc2)cc(=O)[nH]1	·	-10	8	·	0.4	-2	2	-12

5 compounds picked at random from the list so far:
SMILES	APOBEC3A inh	CCR6 antag	CXCR6 inh	A3G deaminase	MPTP inh	Gli-Sufu block	NR3A LBD binder	EBI2 antag
COc1ccc(C(=O)CC(c2ccccc2)C2C(=O)CCCC2=O)cc1 (stereo not given)	8	-2	-1	-4	0.4	-1	1	-2
CC(C)CCN1C(=O)c2ccc(C(=O)Nc3ccc(Br)cc3C(=O)O)cc2C1=O	-2	3	5	-2	93*	-3	0	-2
O=C(Nc1ccc(S(=O)(=O)Nc2ccc(Cl)cc2)cc1)C1CCCO1 (stereo not given)	1	-3	-4	-9	26	26	-9	-8
CC(C)(C)n1ncc2c(=O)n(CC(=O)NCc3ccco3)cnc21	-3	12	-8	-10	0.9	0	2	6
Nc1ncc(N=Nc2cc(C(=O)O)ccc2Cl)s1	21	28	14	5	0.2	1	-1	8

Other compounds follow.
SMILES	APOBEC3A inh	CCR6 antag	CXCR6 inh	A3G deaminase	MPTP inh	Gli-Sufu block	NR3A LBD binder	EBI2 antag
COc1cc2[nH]c(=S)n(Cc3ccc(C)o3)c(=O)c2cc1OC	-6	21	-6	-3	2.5	8	13*	-1
O=C(CSC1=NCCS1)Nc1nc2ccccc2s1	-4	11	-1	-13	-0.9	-45	-33	-6
Cc1cc(-c2ccc(Cl)cc2)c(C#N)c(N)n1	-1	-6	0	0	-0.2	3	2	8
COn1c(-c2ccc(Cl)cc2)nc2ncccc21	10	0	1	-8	1.2	-46	6	-13
O=C(O)c1ccc(Nc2nc3ccccc3nc2NS(=O)(=O)c2ccc(F)cc2)cc1	-6	-3	4	1	75*	-16	6	0
CCN(CC)c1ccc(/C=N/Nc2nn[nH]n2)cc1	-5	0	-12	-9	0.6	-6	2	-10
CCC1Oc2ccc(C)cc2N(CC(=O)N(Cc2ccc(C)o2)C2CC(C)(C)NC(C)(C)C2)C1=O (stereo not given)	0	0	11	-6	-1.1	2	0	-8
Oc1ccc(CCNc2ncnc3ccc(Cl)cc23)cc1	-1	3	1	-4	95*	61*	-30	16
Cc1ccc(S(=O)(=O)c2nc(Cc3ccccc3)oc2N2CCOCC2)cc1	-4	-9	3	-7	-0.6	-4	0	-10
COc1ccc(S(=O)(=O)N(C)C[C@H]2Oc3ccc(NC(=O)c4ccncc4)cc3C(=O)N([C@H](C)CO)C[C@@H]2C)cc1	-2	6	-1	-2	0.3	-11	-2	3
CC(C)(C)OC(=O)CN1C(=O)NC2(CCCc3ccccc32)C1=O (stereo not given)	-5	9	-1	-8	1.4	-4	1	-4
Cc1cnc(C(=O)NCCc2ccc(Cl)cc2)cn1	5	8	13	2	0.4	-55	-1	4
COc1ccc(CN(CCC(c2ccccc2)c2ccc(OC(C)C)cc2)C(=O)CCl)cc1OC (stereo not given)	4	14	28	-1	1.3	9	1	34
NS(=O)(=O)c1ccc(NC(=O)CN2CCCN(S(=O)(=O)c3ccc(F)cc3)CC2)cc1	2	8	3	-6	-0.7	·	-4	-4
C=CCn1c2ccccc2c2nnc(SCc3ccc4nonc4c3)nc21	-4	16	13	-3	1.6	5	-19	24
Cc1cccc(N(CC(O)CN2CCOCC2)S(=O)(=O)c2ccccc2)c1 (stereo not given)	-7	12	2	-8	-0.3	·	-1	5
CC12CCC(=O)C=C1C(F)CC1C2C(O)CC2(C)C1CCC2(O)C(=O)CO (stereo not given)	·	16	-8	·	0.2	19	-4	-1
O=c1[nH]c(C2CCN(S(=O)(=O)c3cccc(Cl)c3)CC2)nc2c1nnn2Cc1ccccc1	2	13	-5	-3	0.8	18	0	1
Cc1ccc(C)c(NS(=O)(=O)c2cc(C(=O)N3CCc4ccccc4C3)ccc2Cl)c1	-1	14	9	-1	4.3	1	-2	16
COc1ccccc1Nc1nc(NCCO)nc(N)c1[N+](=O)[O-]	1	3	5	-1	0.9	-7	2	4
OCc1cc(C(O)CNCCCCCCOCCCCc2ccccc2)ccc1O (stereo not given)	-3&0	9	-11	-10&-2	11	1	2	·
COC(=O)CSc1nnc(CSc2nc(C)cc(C)n2)o1	-1	-8	-4	-4	2.1	-3	-1	-5
O=C1NN=COc2ccccc21	1	10	0	-7	0.4	-31	1	2
Fc1cccc(Cc2noc(CN3CCSCC3)n2)c1	-2	0	-1	-3	-0.7	-9	0	-6
CCOc1cc(C(=O)NCCOC)cc(OCC)c1OCC	-1	-12	-9	-6	-1.8	-5	1	-2
The results go on:
SMILES	APOBEC3A inh	CCR6 antag	CXCR6 inh	A3G deaminase	MPTP inh	Gli-Sufu block	NR3A LBD binder	EBI2 antag
OCCC1CN(Cc2ccc3nonc3c2)CCN1Cc1ccsc1 (stereo not given)	-9	13	6	-4	-0.1	7	0	9
Cc1ccn2c(CN(C)CCn3nc(C)cc3C)c(C(=O)N3CCCCCC3)nc2c1	-4	10	-3	-9	-0.9	6	-1	8
O=C(Cc1ccc(-n2c(=O)c3ccccc3n(Cc3ccccc3F)c2=O)cc1)NCC1CCCO1 (stereo not given)	1	-4	-2	1	-0.5	-14	-1	0
Cc1cnc(NC(=O)C2(c3ccccc3)CC2)s1	·	15	-10	·	-0.5	-14	1	0
CCC1(CC)C(=O)N(c2ccccc2)C(=N)N(c2ccccc2)C1=O	·	6	5	·	-1.5	11	1	-5
CCOC(=O)c1cc2c(=O)n3ccccc3nc2n(CCOC)c1=NC(=O)c1ccncc1	2	7	6	4	-0.4	6	-1	-13
CCCc1cc(=O)[nH]c(SCC(=O)NC(=O)c2ccccc2)n1	1	-1	-10	-2	-2.1	6	8	-16
CCCOc1ccc(CSc2nc3ccccc3[nH]2)cc1	0	0	-7	-4	98*	24	-5	7
COc1ccc([C@@H]2[C@H]3CN(C(C)=O)CC=C3C(C#N)=C(N)C2(C#N)C#N)c2ccccc12	·	23	24	·	-0.3	3	0	13
CCCNC(=O)c1cccc(NC(=O)C(C)C)c1	-1	9	-14	-5	1.5	-6	-1	-5
COc1ccc(N2C(=O)CCC(C(=O)Nc3cccc(C)n3)C2c2ccc(OC)c(OC)c2)cc1 (stereo not given)	-2	0	3	-3	-0.2	-2	0	-17
CN=c1scc(C)n1/N=C/c1cc(Br)c(O)c(Br)c1	4	-1	-2	-13	1.1	0	1	-12
COc1ccccc1NC(=O)CN1CCN(Cc2ccccc2)CC1	0	21	1	-7	-0.5	8	0	-4
Cc1oc(C(N)=O)cc1COc1ccc(C(N)=O)cc1	2	-1	8	-2	0.6	-3	2	-3
CN1CCc2c(n(CC(O)CN3CCN(CCO)CC3)c3ccccc23)C1=O (stereo not given)	0	-1	-3	-6	-1.1	3	1	0
Cc1ccc2nc(-c3cccc(S(=O)(=O)N4CCCC4)c3)cn2c1	-2	-13	0	1	-1.2	-11	4	-6
CC(=O)N1CCN(CC(=O)Nc2ccc3c(c2)CCC3)CC1	7	-10	-3	2	1.0	2	1	0
COc1cc(NC(=O)c2cccnc2Sc2ccc(C)c(C)c2)cc(OC)c1OC	-3	0	-3	-8	-1.4	7	-1	1
COC(=O)c1ccc(OC)c(CSc2nnc(-c3ccc(C)cc3)o2)c1	·	6	3	·	-0.1	6	1	-8
Cn1cc(SCC(=O)NC2CCCC2)c2ccccc21	-2	4	0	-7	-0.7	1	1	1
CCC1CCCCN1CCNS(=O)(=O)c1ccc2c(c1)CCN2C(C)=O (stereo not given)	0	-14	-9	2	-0.9	11	-1	-8
C/C(=N\NC(=O)c1ccncc1)c1cccs1	-1	-9	-4	0	-1.9	-8	-14	-6
Clc1cc2nc[nH]c2cc1Cl	3	-4	-16	3	4.0	4	-1	-3
COc1cccc(NC(=O)COC(=O)/C=C/c2ccc(Cl)cc2Cl)c1	3	4	-9	1	0.9	-3	5	-5
CCC(C(=O)N1CCC(C(N)=O)CC1)n1nc(C)n2c(cc3occc32)c1=O (stereo not given)	-5	5	2	-7	-2.4	8	-1	4
Carrying on.
SMILES	APOBEC3A inh	CCR6 antag	CXCR6 inh	A3G deaminase	MPTP inh	Gli-Sufu block	NR3A LBD binder	EBI2 antag
CSc1ncccc1C(=O)OCc1ccc([N+](=O)[O-])cc1	7	2	-3	7	6.2	27	0	-4
CCOCCCNC(=S)N1CCC(C(=O)c2ccc(C)cc2)CC1	0	1	-4	-7	-0.7	-22	1	3
Cn1c(Nc2ccc(Cl)cc2)cc(=O)n(C)c1=O	-3	17	-3	0	1.2	4	0	-7
NC(=O)CC1NC(=O)c2ccccc21 (stereo not given)	-1	-2	-5	-3	1.9	-1	-1	-3
COc1cccc(N2CC(C(=O)Nc3nnc(SCC(=O)N4CCCC4)s3)CC2=O)c1 (stereo not given)	1	-16	-5	-7	-1.4	-1	0	-2
COc1cc2c(cc1OC)CN(C(=O)CCC(=O)c1ccc(F)cc1)CC2	-3	11	-6	-6	-0.8	0	0	-4
